# Screening results from PubChem BioAssay.
# S1P2 blocker: blocks the human S1P2 receptor; 0.21% of 97,000 active; cell-based S1P2 antagonist assay, inhibition at 5 uM; O95136; inhibition, % at 5 µM; in the data active = inhibition above about 45%;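 also: CRE beta-lactamase reporter cells expressing human S1P2 stimulated with S1P; 0% = agonist at EC80 alone and 100% = agonist plus reference antagonist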
# sEH inhibitor: soluble epoxide hydrolase (human) inhibition. recombinant human sEH enzymatic activity assay. inhibition, % at 2 µM. AID 707. 0.34% of 91,000 active; in the data active = inhibition above about 80%; also: values of inactives mirror those of a sister screen read the other way; many of its hits are not listed in these tables
# LYP act: increases human PTPN22 phosphatase activity | Q9Y2R2 | recombinant LYP, DiFMUP fluorescence; 0 = plate median, 100 = signal doubled | activation, % at 2 µM | 0.11% of 96,000 active | AID 697;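 active = activation at 2 µM above a set limit, the mean plus 5 SD, cut at about 37% in these data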
# Target sequence (Q9Y2R2 whole entry, looked up): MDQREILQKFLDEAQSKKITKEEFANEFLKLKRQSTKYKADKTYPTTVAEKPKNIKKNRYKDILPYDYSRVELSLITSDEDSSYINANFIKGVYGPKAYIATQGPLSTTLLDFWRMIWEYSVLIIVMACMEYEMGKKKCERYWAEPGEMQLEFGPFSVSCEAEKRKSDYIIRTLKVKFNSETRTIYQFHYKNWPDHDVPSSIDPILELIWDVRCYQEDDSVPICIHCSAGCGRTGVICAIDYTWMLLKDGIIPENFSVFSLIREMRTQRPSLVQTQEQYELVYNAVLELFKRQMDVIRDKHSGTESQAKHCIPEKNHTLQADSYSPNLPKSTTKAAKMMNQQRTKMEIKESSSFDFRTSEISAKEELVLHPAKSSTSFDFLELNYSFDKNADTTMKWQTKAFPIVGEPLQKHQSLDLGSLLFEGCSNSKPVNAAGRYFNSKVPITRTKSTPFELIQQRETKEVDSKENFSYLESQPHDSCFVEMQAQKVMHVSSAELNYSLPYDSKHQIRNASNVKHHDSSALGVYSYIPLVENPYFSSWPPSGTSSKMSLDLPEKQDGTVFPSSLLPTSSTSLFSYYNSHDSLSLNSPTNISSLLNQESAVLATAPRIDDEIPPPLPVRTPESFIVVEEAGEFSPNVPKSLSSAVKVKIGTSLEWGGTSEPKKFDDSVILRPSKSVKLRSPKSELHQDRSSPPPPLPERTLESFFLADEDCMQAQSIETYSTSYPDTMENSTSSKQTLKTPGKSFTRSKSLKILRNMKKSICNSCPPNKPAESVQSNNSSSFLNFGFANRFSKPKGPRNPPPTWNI
# PostGolgi ctrl: inhibits growth of the yeast control strain. efflux-deficient yeast background strain, growth absorbance A615, 16 h. inhibition, % at 10 µM. 5% of 98,000 active. AID 738; in the data active = inhibition above about 30%
# H69AR growth 86K: blocks growth of human H69AR lung tumor cells; AID 598; viability, % at 10 µM; H69AR lung tumor viability, ATP luminescence, 72 h; stronger effect = lower value; 6% of 85,000 active;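 active = viability at or below 40%; inactive = viability above 40%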;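 also: multidrug resistant small cell line overexpressing MRP-1 efflux transporter; 100% = mean luminescence of untreated control wells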
# sEH act: activators of human soluble epoxide hydrolase; 0.04% of 91,000 active; AID 717; P34913; purified human sEH enzymatic activity, activator screen; activation, % at 2 µM; in the data active = activation above about 37%; also: values of inactives mirror those of a sister screen read the other way
# S1P2 ag: S1P2 (human) receptor agonism; O95136; S1P2-expressing cell line, agonist reporter read-out; activation, % at 4.5 µM; 0.46% of 97,000 active; AID 729; in the data active = activation above about 16%;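 also: 0% = vehicle low control and 100% = maximal reference agonist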
# HUVEC inhibit: inhibitors of human endothelial cell proliferation | AID 648 | HUVEC proliferation, CellTiter-Glo luminescence, 72 h; stronger effect = lower value | viability, % at 10 µM (by protocol) | 1.1% of 86,000 active;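 active = viability at or below 30%; inactive = viability above 30%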;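 also: 100% = median luminescence of DMSO-only cell control wells on each plate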
# Lung fibro prol: blocks proliferation of human lung fibroblasts; LL 47 human lung fibroblast viability, ATP luminescence; stronger effect = lower value; viability, % at 10 µM; 1.1% of 85,000 active; AID 719;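 active = viability at or below 50% in the single dose screen; inactive = viability above 50%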;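 also: compound exposure lasted 72 h before the ATP readout; 100% = median luminescence of untreated cell-only wells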
#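 Times – overnight cell rest, 72 h compound treatment at 37 °C · Test system – human lung fibroblast line LL 47, low passage · Amount – 1,150 cells in each well · Controls – cell-only wells, no compound · Doses – 0.1% DMSO in all compound wells · Measured by – CellTiter-Glo luminescence · Buffer or medium – IMEM plus 15% FBS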
# Numbers without * were called inactive; x = no result given.
SMILES,S1P2 blocker,sEH inhibitor,LYP act,PostGolgi ctrl,H69AR growth 86K,sEH act,S1P2 ag,HUVEC inhibit,Lung fibro prol
COc1ccc(C(=O)C[n+]2ccc3c(c2)nc(-c2ccc(OC)cc2OC)n3C)cc1,-21,10,12,4,x,-7,-4,x,x
COc1cc(C(=O)O/N=C2/C=CC(=O)C(C)=C2C)cc(OC)c1OC,10,-18,0,0,x,18,2,x,x
COc1ccc(CCNC(=O)c2nnn(CC(=O)Nc3ccccc3C)c2N)cc1OC,3,-14,-7,2,92,12,-1,94,93
CCOC(=O)c1c(NC(=O)c2ccoc2C)sc(C(=O)N(C)C)c1C,-6,9,-1,-3,82,-10,5,105,83
CN(C)/C=N/C(=S)Nc1ccc(F)cc1,-35,-12,10,4,94,13,-4,102,95
CC1(c2ccc(Cl)cc2)NC(=O)N(CC(=O)NC(=O)NCc2ccco2)C1=O (configuration not stated),14,8,-1,3,94,-7,-3,86,100
O=C1C2C3C=CC(C3)C2C(=O)N1CCc1ccccc1 (configuration not stated),0,8,-11,3,90,-10,-4,96,121
CCOC(=O)N1CCC(NC(=O)CSc2cc(=O)n(C)c3ccccc23)CC1,-7,x,3,-4,x,x,-10,x,x
CCC(=O)Nc1nc(C)c(C(=O)NC2CCCCC2)s1,-3,3,0,x,86,2,-2,89,83
Cn1c(CNc2ccc(Cl)cc2)nnc1SCCN1CCCCC1,-11,-3,-6,x,95,3,-6,94,100
Cc1ccc(N(C(C)C(=O)Nc2ccccc2C(=O)N2CCOCC2)S(C)(=O)=O)cc1C (configuration not stated),20,0,9,4,88,1,-1,98,103
O=C(CN1CCCC1)N1c2ccccc2Sc2ccc(C(F)(F)F)cc21,-22,8,5,x,89,-3,-1,98,93
O=S(=O)(NCCSc1nc2ccccc2o1)c1ccccc1,6,22,5,14,91,-19,-3,97,93
CCC(=O)N=C1SC2CS(=O)(=O)CC2N1c1cccc(OC)c1 (configuration not stated),-9,2,1,-5,75,-3,-8,108,101
CCOc1ccc(N(CC(N)=O)S(=O)(=O)c2ccc(F)cc2)cc1,-4,-7,2,6,91,12,-7,101,117
CC(=O)Nc1cccc(Oc2ccc3c(c2)C(=O)N(CCC(=O)O)C3=O)c1,-2,9,1,3,87,-9,-4,94,113
Cc1cccc(NC(=O)N2CCC(c3nc4ccccc4o3)CC2)c1,x,x,x,9,89,x,x,106,100
CC(C)(C)NS(=O)(=O)CC12CCC(CC1=O)C2(C)C (configuration not stated),-2,-2,15,-1,x,4,-3,x,x
COc1ccc2cc(CN(Cc3cccnc3)Cc3nnnn3Cc3ccccc3)c(=O)[nH]c2c1,4,0,13,7,x,0,-4,96,91
CCC1CCc2c(sc(NC(=O)CSc3nc(-c4ccco4)cc(C(F)(F)F)n3)c2C#N)C1 (configuration not stated),1,-7,-6,2,92,7,-1,87,97
Cc1nc2nc(CCc3ccccc3)nn2c(C)c1Cl,-10,8,-2,7,90,-5,-9,98,104
CC(C)(C)Nc1nc2nonc2nc1NC(C)(C)C,-12,-14,-1,13,92,14,-1,64,93
Nc1ccccc1-c1nnc(-c2ccc(-c3ccccc3)cc2)o1,-7,-8,-3,10,x,10,20*,x,x
Cc1ccc(N2CC(C(=O)NCc3cccs3)CC2=O)cc1C (configuration not stated),17,8,-7,x,97,-6,-2,95,97
C=C(Cl)COc1ccc2c(CCC)cc(=O)oc2c1,-20,-23,10,19,97,22,3,101,91
Cc1ccc(S(=O)(=O)N2CCC(C(N)=O)CC2)c(C)c1C,13,-3,-1,-1,116,4,-4,101,98
C/C(=C\c1ccccc1)CN1CCN(c2ccccc2F)CC1,1,2,-7,8,107,-1,0,107,104
Cc1ccc(CON=C2CCN(c3ncc(C(F)(F)F)cc3Cl)CC2)cc1,5,-12,2,2,x,15,-3,x,x
CN1CCN(C(=O)c2ccc3c(=O)n(Cc4ccco4)c(=S)[nH]c3c2)CC1,11,-2,-2,8,95,-2,-3,111,104
CCN(CCNC(=O)c1cc(C)nn1-c1ccccc1)c1ccccc1,x,x,x,0,92,x,x,101,90

# Next section (five carried over from the part before).
SMILES,S1P2 blocker,sEH inhibitor,LYP act,PostGolgi ctrl,H69AR growth 86K,sEH act,S1P2 ag,HUVEC inhibit,Lung fibro prol
Cc1ccc(S(=O)(=O)N2CCC(C(N)=O)CC2)c(C)c1C,13,-3,-1,-1,116,4,-4,101,98
C/C(=C\c1ccccc1)CN1CCN(c2ccccc2F)CC1,1,2,-7,8,107,-1,0,107,104
Cc1ccc(CON=C2CCN(c3ncc(C(F)(F)F)cc3Cl)CC2)cc1,5,-12,2,2,x,15,-3,x,x
CN1CCN(C(=O)c2ccc3c(=O)n(Cc4ccco4)c(=S)[nH]c3c2)CC1,11,-2,-2,8,95,-2,-3,111,104
CCN(CCNC(=O)c1cc(C)nn1-c1ccccc1)c1ccccc1,x,x,x,0,92,x,x,101,90
Cc1noc(C)c1S(=O)(=O)N1CCC2(CC1)OCCO2,-21,x,2,-3,98,x,-4,98,97
CCOC(=O)C1C(=O)C=C(c2ccc(OC)cc2)CC1c1ccco1 (configuration not stated),3,7,-7,16,85,-4,-5,107,93
CCn1c(SCc2nc(-c3cccs3)no2)nnc1-c1c[nH]c2ccccc12,-10,1,-12,16,74,-3,-4,80,97
Nc1ccc(-c2nc3ccccc3[nH]2)cc1,-23,5,6,19,78,-1,-3,97,88
Brc1cccc(-c2nnc(SCc3nc4ccccc4[nH]3)o2)c1,-30,6,-6,18,104,-6,2,81,98
CCOc1ccc(C(=O)N/N=C/c2ccc(-c3ccc(S(=O)(=O)Nc4ncccn4)cc3)o2)cc1,26,40,-10,10,x,-41,-2,x,x
CCn1c(=O)cc(SCC(=O)Nc2ccc3c(c2)OCCO3)c2ccccc21,-13,16,-2,-11,70,-15,-2,99,103
O=C(COC(=O)C1(c2ccc(F)cc2)CCCC1)NC1CC1,2,8,5,20,x,-7,-2,x,x
CCCCC(c1nnnn1CC1CCCO1)N1CCN(c2cccc(C)c2C)CC1 (configuration not stated),7,6,2,11,77,-6,-6,123,94
COc1ccc(NC(=O)[C@H](CCS(C)(=O)=O)N2Cc3ccccc3C2=O)c(OC)c1,-6,x,-6,9,93,x,-6,89,97

# 3 of the entries above in order of their number in sEH inhibitor, falling.
SMILES	sEH inhibitor
CCOc1ccc(C(=O)N/N=C/c2ccc(-c3ccc(S(=O)(=O)Nc4ncccn4)cc3)o2)cc1	40
CCOC(=O)C1C(=O)C=C(c2ccc(OC)cc2)CC1c1ccco1 (configuration not stated)	7
CCCCC(c1nnnn1CC1CCCO1)N1CCN(c2cccc(C)c2C)CC1 (configuration not stated)	6

# Additional records follow:
SMILES,S1P2 blocker,sEH inhibitor,LYP act,PostGolgi ctrl,H69AR growth 86K,sEH act,S1P2 ag,HUVEC inhibit,Lung fibro prol
CCCn1c2ccccc2c2nc3ccccc3nc21,-43,9,6,40*,89,-8,9,95,94
CC(=O)CSc1nnc(Cc2ccc3c(c2)OCO3)o1,13,-17,-14,x,103,22,-1,93,96
[O-]/[N+](=C/c1ccc(F)cc1)c1ccc(Cl)cc1,-12,-6,-1,2,57,1,-5,68,97
COC(=O)c1c(C(=O)OC)n(CCCN)c2ccc(C)cc12,-19,-5,-5,2,102,7,-3,87,93
CC(C)(C)NC(=O)C(c1ccc(O)cc1)N(Cc1ccco1)C(=O)Cn1nnc(-c2cccs2)n1 (configuration not stated),-12,42,5,x,73,-38,-7,91,98
CC1Cc2cc(/C(O)=C3\C(=O)C(=O)N(CCN4CCOCC4)C3c3ccccc3F)ccc2O1 (configuration not stated),-3,16,10,-1,92,-14,-6,74,97
Cc1cc(C)c2cc(CN(Cc3ccc4c(c3)OCO4)Cc3nnnn3Cc3ccco3)c(=O)[nH]c2c1,9,7,-22,15,x,-9,-4,x,x
COc1cc(Cl)c(C)cc1NC(=O)CNC(=O)Cn1cnc2ccccc2c1=O,1,8,3,4,x,-10,-6,x,x
COc1ccc(COC(=O)c2nc3nc(C)cc(C)n3n2)cc1F,16,x,-7,-2,66,x,-5,92,x
Cc1cccc(C)c1NC(=S)NN(Cc1ccccc1)c1ccccc1,-34,-6,-2,5,x,7,0,x,x
Cc1ccc2nsnc2c1S(=O)(=O)N1CCN(Cc2ccc3c(c2)OCO3)CC1,-8,0,18,-7,82,3,0,103,102
O=C(CN(c1ccc2c(c1)OCCO2)S(=O)(=O)c1ccccc1)NCc1ccco1,25,6,-8,16,93,-8,-4,91,100
Cc1cc(NC(=O)C2CCC2)n(-c2ccccn2)n1,x,x,x,2,84,x,x,90,106
Cc1ccc(-n2cnnn2)c(S(=O)(=O)N2CCOCC2)c1,-1,3,6,-1,88,-1,-8,100,105
COC(=O)CSc1nnc(-c2ccccn2)n1Cc1ccco1,-8,-14,13,10,100,12,-5,91,99
Cc1ccc(-n2nc3c(c2NC(=O)c2ccc(Br)o2)CSC3)c(C)c1,0,1,-9,9,100,0,-4,110,114
CCOC(=O)C(C)c1c(C)[nH]c(=S)[nH]c1=O (configuration not stated),-11,-7,-2,0,97,7,-6,100,99
Cc1sc2nc(SCC(=O)N(C)C)[nH]c(=O)c2c1C,-19,8,5,6,85,-3,-6,94,104
O=C1NCCCC1C(=O)N/N=C/c1ccccc1 (configuration not stated),1,-7,-3,2,x,4,-4,x,x
CCCNC(=O)N1CCC(C(=O)c2ccc(Cl)cc2)CC1,21,-10,-13,9,91,12,-4,97,108
Cc1ccc2cc3cc(C(=O)NCc4ccc5c(c4)OCO5)oc3nc2c1,12,0,-11,8,86,2,-5,117,x
Cc1ccc2cc(C(c3nnnn3Cc3ccccc3)N3CCN(c4ccccc4)CC3)c(=O)[nH]c2c1 (configuration not stated),8,-5,0,16,x,4,-2,84,94
COc1cccc(Cn2c(-c3cccs3)noc2=O)c1,8,4,0,-8,86,-5,-7,89,94
COc1cc(NS(=O)(=O)c2ccccc2)ccc1-n1nc(C)cc1C,1,6,-10,-6,103,-8,-4,95,101
O=C(c1ccc(Br)s1)N1CCN(c2ncccn2)CC1,6,10,12,0,99,-7,-2,86,93
CC1=CCC2C(=O)N(c3ccc(C)c(Br)c3)C(=O)C2C1 (configuration not stated),11,-9,-4,4,x,8,-3,x,x

# Only part of the results is shown; count on the stated rates, not on these rows.
